Assay outcomes: PubChem, National Center for Advancing Translational Sciences (NCATS)
Coupling enz: inhibits coupling enzyme system, counter-screen for aldolase hits. coupling enzyme system counterscreen, AmpLite Red fluorescence. activity change, negative = inhibition, % at 58.2 µM, hits read low. 0.67% of 290,000 active. AID 2472; in the data active = activity change below about -30%; also: % is scaled to controls: 0 for no effect and ±100 for the full control effect
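Fluorescence at 525 nm excitation and 598 nm emission measured inhibition of the coupled detection system without aldolase. Compounds (at 57.5 uM final) were preincubated 10 min at room temperature with coupling enzyme reagent before a 20 min substrate/AmpLite Red step.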
TRPV1 ag: activates the human vanilloid receptor TRPV1; Q8NER1; TRPV1-expressing cells, Fluo-8 calcium influx, agonist mode; activation, % at 8.33 µM; 0.19% of 320,000 active; in the data active = activation above about 80%; inconclusive = between about 30% and that limit; also: 0% is about no effect
Target sequence (Q8NER1 whole entry, looked up): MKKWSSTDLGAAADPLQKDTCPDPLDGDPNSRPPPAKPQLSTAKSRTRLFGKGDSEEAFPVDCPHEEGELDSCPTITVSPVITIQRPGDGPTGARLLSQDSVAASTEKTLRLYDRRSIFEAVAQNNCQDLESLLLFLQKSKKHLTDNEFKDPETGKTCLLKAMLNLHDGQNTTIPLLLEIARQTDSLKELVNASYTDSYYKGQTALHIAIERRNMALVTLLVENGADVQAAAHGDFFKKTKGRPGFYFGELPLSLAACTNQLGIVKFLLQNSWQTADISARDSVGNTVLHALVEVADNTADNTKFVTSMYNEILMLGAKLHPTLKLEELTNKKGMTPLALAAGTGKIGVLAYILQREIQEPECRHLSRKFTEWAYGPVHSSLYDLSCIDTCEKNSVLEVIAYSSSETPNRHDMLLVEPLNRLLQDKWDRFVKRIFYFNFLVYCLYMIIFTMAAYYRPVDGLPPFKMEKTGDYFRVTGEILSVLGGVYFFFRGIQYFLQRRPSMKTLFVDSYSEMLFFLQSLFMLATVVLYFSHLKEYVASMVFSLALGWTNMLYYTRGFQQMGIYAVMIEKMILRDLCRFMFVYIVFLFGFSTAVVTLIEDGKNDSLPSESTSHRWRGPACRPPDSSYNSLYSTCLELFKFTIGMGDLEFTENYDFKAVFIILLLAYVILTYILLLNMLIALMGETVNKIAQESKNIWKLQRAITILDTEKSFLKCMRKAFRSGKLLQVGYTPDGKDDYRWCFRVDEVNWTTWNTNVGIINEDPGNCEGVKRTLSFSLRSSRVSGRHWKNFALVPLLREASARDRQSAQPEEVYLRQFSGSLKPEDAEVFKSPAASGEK
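Cells expressing TRPV1 were dye-loaded with Fluo-8 and read kinetically: 10 s baseline, 3 min after compound (agonist portion), then 2 min after EC20 capsaicin (allosteric enhancer portion). Calcium-bound dye fluorescence at 480/520 nm.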
USP2a inh: blocks human ubiquitin-specific protease USP2a. O75604. USP2 core, Ub-CHOP2 coupled fluorogenic reporter, 485/531. Potency, µM (highest dose often 38.3 µM), for the others: at the highest dose activity change, negative = inhibition, actives largely listed as inhibitors. 0.01% of 330,000 active. AID 463254;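 also: potency is read from the fitted curve at half-maximal effect; plate controls were DMSO wells for no effect and full inhibition by NEM control for full effect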
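Cell-free coupled assay: 10nM USP2 core preincubated 30min RT with compound in Tris-HCl pH 8.0/CaCl2/CHAPS buffer, then 25nM Ub-CHOP2 and 25nM reporter substrate; fluorescence (Ex 485/Em 531) read after 60min RT, normalized to NEM inhibition, concentration-response curves fitted.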
PKM2 activator: activators of human pyruvate kinase M2; P14618; purified PKM2, Kinase-Glo ATP luminescence, activation; response scale: 0% is enzyme alone, no compound; Potency, µM (series often up to 57.5 µM), for the others: top-dose activation, hits mostly activators; 0.34% of 260,000 active; AID 1631; also: potency is read from the fitted curve at half-maximal effect; % is scaled to controls: 0 for no effect and ±100 for the full control effect; nearly all actives have a fitted effect of over 55% in size
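Purified hPK-M2 (>95% pure) converted ADP (0.1 mM final) to ATP with 0.5 mM PEP in 50 mM imidazole pH7.2, KCl, MgCl2, Tween 20, BSA; 1 h at room temperature. ATP detected by Kinase-Glo luminescence.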
Giardia killer: kills Giardia lamblia. Giardia lamblia trophozoite viability. activity change, % at 7.66 µM, hits read low. 0.15% of 340,000 active. AID 540267; in the data active = activity change below about -80%; inconclusive = between about -30% and that limit;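 also: parasites exposed to compound for two days anaerobically before the ATP read; % is scaled to controls: 0 for no effect and ±100 for the full control effect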
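Viability, read as ATP luminescence: trophozoites at 100 cells/well, compound added, 48 hrs anaerobic at 37 deg C, then 15-30 min room-temperature development before reading.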
B2AR arrestin: agonists driving beta-arrestin recruitment to human beta2-adrenergic receptor. P07550. 0.02% of 330,000 active. Potency, µM (doses to about 46.1 µM), inactives show at the top dose activation, actives largely listed as activators. beta-arrestin recruitment to beta2AR, cell-based reporter;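 also: potency is read from the fitted curve at half-maximal effect; 0% = DMSO controls and full agonism = EC100 isoproterenol or metaproterenol; nearly all actives have a fitted effect of over 65% in size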
GALK inhibitor: galactokinase (human) inhibition. 0.007% of 270,000 active. P51570. Potency, µM (highest dose often 57.5 µM), for inactives: at the highest dose activity change, negative = inhibition, hits mostly inhibitors. Purified GALK, Kinase-Glo residual ATP luminescence; also: potency is read from the fitted curve at half-maximal effect; % is scaled to controls: 0 for no effect and ±100 for the full control effect
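Compounds were pin-transferred into ATP buffer (35 uM final), then GALK plus galactose (5 nM, 100 uM final) was added. After 1 h at room temperature, Kinase-Glo Plus was added and luminescence read after 10 min.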
KCNH2 3.1 inh: inhibitors of human KCNH2 3.1 potassium channel isoform. 0.95% of 340,000 active. U2OS KCNH2 3.1, thallium flux FluxOr; stronger effect = lower value. activity change, % (tested at about 1.8 µM);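 active = maximum activity change below -70%; inconclusive = maximum activity change from -70% to -50%; inactive = maximum activity change above -50%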;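 also: thallium influx rate constant from kinetic fluorescence after stimulation buffer; % is scaled to controls: 0 for no effect and ±100 for the full control effect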
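FluxOr-based Tl+ influx in U2OS cells transduced with KCNH2 3.1 virus; rate constants normalized to DMSO controls.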
Menin MLL FP TR: displaces Texas Red mutant MLL peptide from human menin | Menin + Texas Red MLL mutant peptide, fluorescence polarization | Potency, µM (series often up to 61.6 µM), without a hit: at the highest dose FP activity change, negative = inhibition, actives largely listed as inhibitors | 0.23% of 270,000 active | AID 1768; active = well fitted inhibition curve with a large enough effect in the polarisation, with a control signal flat, not every such curve was filed as active; inconclusive = small, poorly fitted or top-dose-only effect, or effect the other way, or a change in a side signal; inactive = no such curve, though single readings can be large or run the other way; the % refers to the polarisation; also: potency is read from the fitted curve at half-maximal effect; % of control where 0% means no effect; many of its hits are not listed in these tables
hERG WT inh: blocks the wildtype human KCNH2 potassium channel; U2OS, BacMam KCNH2, thallium flux FluxOr; stronger effect = lower value; activity change, % at 1.84 µM; 0.37% of 340,000 active; Q12809;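 active = maximum activity change below -70%; inconclusive = maximum activity change between -70% and -50%; inactive = maximum activity change above -50%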; also: % is scaled to controls: 0 for no effect and ±100 for the full control effect
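U2OS cells were transduced with wild-type KCNH2 virus (2.03 x 10^8 / mL) for 4 h at room temperature, then cultured overnight at 37 C. Thallium flux was read with FluxOr dye. Rate constants were normalized to DMSO controls.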
MLL CXXC-DNA inh: blocks binding of human MLL CXXC domain to DNA | MLL-CXXC / FITC-HOXA9 DNA fluorescence polarization | Potency, µM (top dose mostly 115 µM), for the others: at the highest dose activity change, negative = inhibition, most hits filed as inhibitors | 0.037% of 290,000 active; active = well fitted inhibition curve with a large enough effect in the polarisation, with a control signal flat, not every such curve was filed as active; inconclusive = small, poorly fitted or top-dose-only effect, or effect the other way, or a change in a side signal; inactive = no such curve, though single readings can be large or run the other way; the % refers to the polarisation; also: potency is read from the fitted curve at half-maximal effect
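Steps: dispense CXXC domain solution (7 uM) → pin compounds or unlabeled HOX-A9 DNA control → 5 min ambient → add FLSN-HOX-A9 solution (50 nM) → spin → 30 min ambient → fluorescence polarization. Tris pH 7.5/NaCl/DTT/BSA buffer.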
An asterisk follows results filed as active; ? = inconclusive; nt = not tested or not shown; [ ] = another dose, or the depositor's remark. Unless noted, calls follow the shape of the dose curve; as a rule, active = well fitted curve in the direction sought with a large enough effect; inconclusive = small, poorly fitted or top-dose-only effect, or another doubt; inactive = no such curve, though single readings can be large; an effect the other way counts as inactive or inconclusive. These rows are one share of the data, so the mix of outcomes need not match the whole.

SMILES	Coupling enz	TRPV1 ag	USP2a inh	PKM2 activator	Giardia killer	B2AR arrestin	GALK inhibitor	KCNH2 3.1 inh	Menin MLL FP TR	hERG WT inh	MLL CXXC-DNA inh
CCOC(=O)C1CCCN(C(=O)c2cn(CC)c(=O)c3cc(OC)c(OC)cc23)C1 (stereo unspecified)	-1	0	-2%	-3%	22	-0.3%	0%	1	-1%	0	-5%
c1ccc(OCc2nc3ccccc3[nH]2)cc1	0	?	0%	-29%	-4	-0.1%	0%	-3	0%	1	-2%
CCOC(=O)Cc1csc(NC(=O)Cc2ccc([N+](=O)[O-])cc2)n1	1	-2	-1%	1%	-1	-0.2%	3%	-13	1%	-3	1%
CCCSc1ccc([C@H]2N[C@@](CC(C)C)(C(=O)OC)[C@H]3C(=O)N(C)C(=O)[C@@H]23)cc1	nt	?	-1%	nt	-16	-0.9%	nt	8	nt	-19	nt
O=P(O)(CCCCP(=O)(O)CCc1ccccc1)CCc1ccccc1	7	4	13%	-10%	nt	0.0%	0%	nt	8%	nt	-2%
COc1cc(C2C(C(=O)Nc3ccccc3OC)=C(C)Nc3ncnn32)ccc1O (stereo unspecified)	1	-1	2%	0%	16	0.1%	1%	-70*	8%	-3	-7%
Cc1ccc(-c2nc3ccccc3[nH]2)cc1NC(=S)NC(=O)c1ccccc1Br	-2	3	3%	0%	-18	-1.2%	-3%	-5	?	2	20%
COc1ccc(OC)c(NC(=O)c2cnc3n(c2=O)CCS3)c1	1	3	1%	0%	11	-0.6%	1%	9	0%	3	8%
COc1ccc(C(=O)NCc2cccs2)cc1S(=O)(=O)N1CCOCC1	-11	5	0%	22%	9	0.2%	4%	-3	-12%	3	2%
O=S(=O)(Cc1cc(Sc2ccc(Cl)cc2)nc(-c2ccccc2)n1)c1ccccc1	0	21	-1%	-3%	28	0.1%	2%	-33	0%	-3	27%
COc1ccc(N(C(=O)CCl)C(C)(C(=O)Nc2c(C)cccc2C)c2ccccn2)cc1 (stereo unspecified)	3	2	5%	12%	30[activator]	13µM*	1%	7	-10%	-10	-12%
Cc1ccsc1C1NC(=O)c2c(sc3c2CCN(C)C3)N1 (stereo unspecified)	-1	5	12%	-18%	2	-0.3%	2%	-3	-20%	-4	34%[activator]
NC(=O)C1CCN(S(=O)(=O)c2ccc3c(c2)OCCO3)CC1	0	-3	3%	15%	-9	-0.5%	11%	-33	nt	-7	-1%
O=C(O)CCc1ccc(-c2ccc(Br)cc2)n1-c1ccc(O)cc1	13	2	2%	nt	-29	-0.1%	nt	7	?	1	6%
Cc1cccc(NC(=O)c2ccc(Cn3cc(C(F)(F)F)ccc3=O)cc2)c1	-1	nt	9%	2%	-13	-0.5%	-4%	3	nt	1	0%
O=C(O)C1CCC(Cn2c(SCc3cc(=O)n4cc(Br)ccc4n3)nc3ccsc3c2=O)CC1 (stereo unspecified)	-2	-1	4%	-2%	3	-0.1%	-3%	5	-23%	4	-1%
O=C(NC1CCCC1)C(c1ccc(Cl)cc1)N1CCc2ccccc21 (stereo unspecified)	1	16	-1%	0%	?	0.0%	3%	-5	-8%	-4	-2%
Cc1ccccc1NC(=O)CSc1nc2ccc(Nc3nc(N4CCOCC4)nc(N4CCOCC4)n3)cc2s1	2	3	-1%	1%	0	0.5%	-3%	4	22%	5	25%
O=C(CN1C2CCC1CC(NC(=O)C1CC1)C2)NCc1ccccc1 (stereo unspecified)	0	1	3%	4%	-13	0.3%	0%	-6	-5%	2	3%
CCN(CC)C(=O)CSc1nc(O)c(Cc2ccccc2)c(=O)n1-c1ccc(C)cc1	7	0	4%	2%	-2	0.2%	6%	1	nt	0	-10%
CCOc1ccc(-n2c(SCC(=O)Nc3ccc4c(c3)OCO4)nc3c(c2=O)SCC3)cc1	1	-1	0%	1%	-8	0.3%	2%	12	-2%	8	15%
CC(C)[C@H](NS(=O)(=O)c1ccccc1F)C(=O)NC1CCCCC1	nt	nt	0%	nt	-12	-0.5%	nt	13	nt	2	nt
OCC[C@@H]1C[C@H](O)[C@@H](O)[C@@]2(CCc3ccccc3O2)O1	0	0	2%	0%	9	0.4%	nt	16	12%	-2	-6%
CCc1ccccc1NC(=O)CN(C)C(=O)COC(=O)c1ccccc1Cl	nt	0	3%	nt	-1	-0.1%	nt	-1	nt	2	nt
Cc1cc(C)c(NS(=O)(=O)c2ccc(NC(=O)c3cccs3)cc2)c(C)c1	-2	1	-3%	0%	19	-1.0%	nt	-3	?	-3	-1%
CCc1ccccc1NC(=O)Cc1ccc(-n2cccc2)cc1	8	9	2%	-7%	5	0.2%	2%	-8	-15%	-7	9%
COc1ccc(/C=C(\C#N)C(=O)NCCc2ccccc2)cc1OCc1ccccc1	-9	-9	-1%	-15%	14	-0.2%	-2%	1	-7%	-8	6%
CCOC(=O)C1CCN(C(=O)c2cccc(S(=O)(=O)N(CC)c3ccccc3)c2)CC1	nt	15	1%	nt	33[activator]	-0.2%	nt	8	nt	1	nt
Cn1nc(C(=O)Nc2nnc(C3CC3)s2)c2ccccc2c1=O	2	-1	0%	-10%	-11	-0.2%	-2%	15	-17%	-22	-4%
CCSc1nc2nn(-c3ccccc3)c(=O)c-2c2n1CCCCC2	3	11	0%	-7%	-4	0.0%	1%	-5	nt	0	17%
CC(C)Cc1nnc(NC(=O)CCC(=O)NCc2ccccc2Cl)s1	0	2	3%	nt	5	0.1%	-4%	-7	17%	-2	5%
Cc1cc(C)n2cc(CSCC(=O)O)nc2n1	2	0	-1%	0%	-6	-0.3%	1%	-6	2%	-15	6%
CN(Cc1ccccc1)C(=O)COC(=O)CCC(=O)c1ccc(F)cc1	nt	nt	-5%	nt	12	-0.8%	nt	-19	nt	-16	nt
CCOc1ccc(N2CC(C(=O)NNC(=O)c3ccc(F)cc3)CC2=O)cc1 (stereo unspecified)	nt	0	2%	nt	15	0.4%	nt	-19	nt	-8	nt
Cc1ccc(S(=O)(=O)NCC2CCC(C(=O)NC3CCCCC3)CC2)cc1 (stereo unspecified)	6	4	5%	nt	23	0.1%	-1%	5	12%	1	33%[activator]
O=C(NC(=S)N1CCN(c2ccccc2)CC1)c1ccccc1	nt	12	-1%	3%	nt	-0.4%	-4%	nt	nt	nt	-18%
Cc1ccc(NC(=O)c2ccc(CSc3nccc(C)n3)cc2)cc1	-4	?	-1%	?	1	0.4%	0%	-45	5%	-3	-7%
C[N+](C)(CC#N)C/C=C\c1ccccc1	2	3	2%	-28%	-11	0.0%	-2%	-3	-1%	-3	1%
CC1(c2ccccc2)CC(c2ccccc2)=Nc2nonc2N1 (stereo unspecified)	-1	?	0%	0%	24	0.0%	4%	-8	16%	1	10%
O=C1C(Cl)=C(NCC2CCCO2)C(=O)N1c1cccc(Cl)c1Cl (stereo unspecified)	-2	?	0%	-1%	-1	0.1%	-3%	-2	3%	-12	-5%
NC(=O)[C@@H]1CCCN1C(=O)c1cc(COc2ccc(F)cc2F)on1	nt	-4	2%	nt	-3	0.0%	6%	0	nt	-4	3%
CCOC(=O)Cn1c(=N)n(CCOc2ccc(OC)cc2)c2ccccc21	3	-1	5%	2%	-17	-0.4%	0%	-19	5%	35	-1%
CCN(CC(=O)NCc1ccc(F)cc1)CC(=O)Nc1ccc(Br)cc1F	nt	nt	0%	nt	-2	-0.1%	nt	-38	nt	-1	nt
O=C(Nc1ccc(S(=O)(=O)Nc2ncccn2)cc1)c1ccco1	-1	-6	7%	-12%	6	0.1%	0%	1	-2%	-2	-1%
Cc1ccc(NC(=S)Nc2ccc(OC(F)F)c(Cl)c2)cc1Cl	0	4	1%	2%	-11	-1.0%	1%	-30	?	-3	2%
COCc1cc(CNC(=O)C2CCC(=O)N(Cc3ccccc3OC)C2)[nH]n1 (stereo unspecified)	nt	-1	3%	-2%	24	-0.1%	4%	3	nt	-2	21%
CCn1c(CSc2nc3ccccc3n2C)nc2ccccc21	-13	1	2%	5%	-6	-0.1%	4%	-1	-14%	8	-13%
Cc1ccc(S(=O)(=O)Nc2nc3n(n2)C(c2ccc(Cl)cc2)CC(=O)N3)cc1 (stereo unspecified)	12	0	1%	-1%	3	-0.1%	-1%	19	19%	-8	1%
Cc1cc(C)nc(-n2nc(C)c3c(=O)[nH]c(C(F)(F)F)nc32)n1	-1	2	1%	-3%	20	-0.6%	0%	4	0%	10	-10%
CCOC(=O)C(NC(=O)N1CCCCC1)(c1ccccc1)C(F)(F)F (stereo unspecified)	-1	-1	2%	0%	-2	-0.6%	-1%	-13	7%	-28	4%
O=C1c2cccc(OCC(=O)N3N=C(c4cccs4)CC3c3ccc(F)cc3)c2CCN1Cc1ccccc1 (stereo unspecified)	1	-6	1%	0%	10	0.4%	-2%	12	-2%	1	4%
